Screening results as filed in PubChem.
IMPase Li inh – IMPase inhibition in cells with lithium potentiation | hit rate 0.35% among 210,000 | Potency, µM (doses to about 59.4 µM), inactives show at the highest dose activity, negative = IMPase inhibition, usual class: inhibitors | CHO-M1 cells, IP1 TR-FRET (IP-One), carbachol + lithium;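 note: IP1 builds up when IMPase is blocked and the TR-FRET signal falls; potency is the fitted concentration of half-maximal effect; plate controls were basal vehicle for no effect and high inhibitor control for full effect; nearly all actives have a fitted effect of over 50% in size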
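Steps: plate 2000 CHO-M1 cells per well and culture 16–30 h; add compound and lithium; incubate 30 min, 37C; add d2-IP1 tracer and Eu cryptate anti-IP1 antibody in lysis buffer; read after 10 min at room temperature.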
HTT aggregate – reduces HttQ103-GFP aggregates in PC12 cells; AID 1688; hit rate 1.1% among 220,000; Potency, µM (highest dose often 46.1 µM), for the others: at the top dose activity change, negative = inhibition, usual class: inhibitors; PC12 HttQ103-GFP aggregates, Acumen cytometry, 40 h; note: potency is the fitted concentration of half-maximal effect; % is set by controls: 0 for no effect and ±100 for the full control effect; nearly all actives have a fitted effect of over 60% in size
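Inducible Q103 Huntingtin exon 1–GFP PC12 line, 1500 cells/well in phenol red free DMEM with 5% equine and 5% calf serum. Tebufenozide 100 nM induced expression; compounds titrated; aggregates quantified by cytometry.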
KinaseGlo FLuc – Kinase-Glo luciferase inhibition (counter-screen) | Kinase-Glo luciferase, ATP luminescence, 8 min | Potency, µM (titrated, usually from 38.3 µM), inactives show top-dose activity change, negative = inhibition, most hits filed as inhibitors | AID 1379 | hit rate 0.28% among 200,000; note: potency is the fitted concentration of half-maximal effect; % is set by controls: 0 for no effect and ±100 for the full control effect; nearly all actives have a fitted effect of over 60% in size
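Kinase-Glo luciferase light output from ATP and luciferin was measured with 10 uM ATP, within the enzyme's linear range. Buffer: 50 mM imidazole pH 7.2, 50 mM KCl, 7 mM MgCl2, 0.01% Tween 20, 0.05% BSA; luminescence read after 8 min at ambient temperature.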
Epigenetic reg – derepresses silenced GFP reporter in murine cells. murine LDR cells, GFP reporter derepression, 30 h. Potency, µM (highest dose often 53.9 µM), for inactives: top-dose GFP activation, actives largely listed as activators. hit rate 0.2% among 280,000; note: potency is the fitted concentration of half-maximal effect; % of control where 0% means no effect; nearly all actives have a fitted effect of over 60% in size
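GFP-positive cell count by laser-scanning cytometry (objects 20–120 um) after 30 h, 37 C compound exposure of murine LDR cells; reporter is CMV-GFP integrated at a silenced locus, inducible by HDAC or DNMT inhibitors.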
CBFb-RUNX1 inh – inhibitors of human CBF-beta and RUNX1 interaction | Q01196+Q13951 | AlphaScreen CBFb-His/RUNX1-biotin binding, biochemical | Potency, µM (highest dose often 59.8 µM), for the others: top-dose activity, negative = inhibition, actives largely listed as inhibitors | 230,000 tested, under 10 active | AID 1477; note: % of control where 0% means no effect
Target sequence (Q01196 whole entry, looked up): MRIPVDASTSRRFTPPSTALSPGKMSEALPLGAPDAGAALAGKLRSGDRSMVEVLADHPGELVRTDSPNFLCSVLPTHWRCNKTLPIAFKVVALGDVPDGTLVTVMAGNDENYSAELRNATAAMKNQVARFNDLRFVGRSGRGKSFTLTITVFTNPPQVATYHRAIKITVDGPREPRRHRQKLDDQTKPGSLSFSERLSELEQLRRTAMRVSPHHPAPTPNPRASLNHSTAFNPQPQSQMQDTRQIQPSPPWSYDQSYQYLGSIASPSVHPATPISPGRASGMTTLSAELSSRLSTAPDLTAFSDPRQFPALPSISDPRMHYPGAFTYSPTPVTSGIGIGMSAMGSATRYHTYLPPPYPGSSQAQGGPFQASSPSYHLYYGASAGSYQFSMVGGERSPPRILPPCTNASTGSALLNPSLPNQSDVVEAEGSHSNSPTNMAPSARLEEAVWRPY
Target sequence (Q13951 whole entry, looked up): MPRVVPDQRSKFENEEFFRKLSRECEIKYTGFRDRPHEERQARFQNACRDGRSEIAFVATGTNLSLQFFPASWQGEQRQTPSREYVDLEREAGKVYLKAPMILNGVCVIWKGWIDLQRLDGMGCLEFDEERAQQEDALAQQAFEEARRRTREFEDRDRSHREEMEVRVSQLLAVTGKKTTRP
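CBFb-His/RUNX1-biotin, 30 nM each, preincubated 20 min RT; compound 15 min RT; Ni + streptavidin beads 50 ng each, 90 min RT; AlphaScreen read.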
NPSR antagonist – antagonists of human neuropeptide S receptor cAMP signaling. hit rate 1% among 220,000. AID 1461. CHO-NPSR cells, cAMP TR-FRET, antagonist mode. Potency, µM (series often up to 38.3 µM), for the others: at the top dose activity change, negative = inhibition, most hits filed as inhibitors; note: potency is the fitted concentration of half-maximal effect; % is set by controls: 0 for no effect and ±100 for the full control effect; nearly all actives have a fitted effect of over 50% in size; many of its hits are not listed in these tables
Target sequence (Q6W5P4 whole entry, looked up): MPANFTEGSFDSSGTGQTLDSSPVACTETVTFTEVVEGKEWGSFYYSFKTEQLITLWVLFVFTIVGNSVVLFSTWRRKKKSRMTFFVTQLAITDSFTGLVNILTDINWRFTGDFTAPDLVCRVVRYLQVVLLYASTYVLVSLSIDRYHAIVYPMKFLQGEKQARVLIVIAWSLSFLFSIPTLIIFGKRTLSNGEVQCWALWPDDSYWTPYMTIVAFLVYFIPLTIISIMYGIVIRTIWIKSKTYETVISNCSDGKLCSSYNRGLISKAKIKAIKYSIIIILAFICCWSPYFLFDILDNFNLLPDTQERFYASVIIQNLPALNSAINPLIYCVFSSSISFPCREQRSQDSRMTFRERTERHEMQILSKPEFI
L3MBTL1 block – inhibitors of human L3MBTL1; Q9Y468; AlphaScreen L3MBTL1–H3K9me1 peptide binding; Potency, µM (doses to about 57.1 µM), for the others: top-dose activity, negative = inhibition, actives largely listed as inhibitors; hit rate 0.66% among 230,000; note: potency is the fitted concentration of half-maximal effect; % is set by controls: 0 for no effect and ±100 for the full control effect; nearly all actives have a fitted effect of over 60% in size
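AlphaScreen proximity signal between nickel-chelate acceptor and streptavidin donor beads (final 10 ug/mL) reports binding of 50 nM L3MBTL1 to 75 nM biotin-H3 K9me1 peptide; complex incubated with compounds 30 min at room temperature; cefsulodin titration as control.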
Numbers without * were called inactive; ? = inconclusive; / = no result given; & = joins results of further samples; [ ] = another dose, or the depositor's remark. Calls come from the whole dose curve; as a rule, active = well fitted curve in the direction sought with a large enough effect; inconclusive = small, poorly fitted or top-dose-only effect, or another doubt; inactive = no such curve, though single readings can be large; an effect the other way counts as inactive or inconclusive. A portion of the library. The share of hits here may be higher or lower than overall.

mol | IMPase Li inh | HTT aggregate | KinaseGlo FLuc | Epigenetic reg | CBFb-RUNX1 inh | NPSR antagonist | L3MBTL1 block
O=C(COC(=O)CCNS(=O)(=O)c1cccc(C(F)(F)F)c1)NC(=O)NC1CCCCC1 | 37%[38.3 µM] | -9% | -1% | 0.0% | -3% | -25%[46.1 µM] | /
Cc1cccc(C)c1OCC(O)CN (stereo unspecified) | -9%[38.3 µM] | 10% | 0% | 2.4% | 0% | 11%[7.67 µM] | 8%
CN1CCN(C(=O)C2=C[C@H](c3ccccc3)C[C@H](OCc3ccc(CO)cc3)O2)CC1 | 4% | -4%[9.22 µM] | / | 1.0% | 11% | -9% | 2%
Cc1cc(=O)[nH]c(-c2ccc(Cl)cc2)n1 | / | 6%[9.22 µM] | / | -1.6% | -11% | -2% | 15%
Cc1nc(-c2cccc(NC(=O)c3cc4cc(Br)ccc4oc3=O)c2)cs1 | -6%[38.3 µM] | -8% | -5% | 1.4% | 4% | -1%[46.1 µM] | -2%
Cc1nn(-c2ccccc2)c(NC(=O)c2cccs2)c(-c2ccc(Cl)cc2)c1=O | -8% | 39% | 0% | -1.9% | 1% | 5% | 2%
NC(=S)Nc1ccc(Oc2ccc(NC(N)=S)cc2)cc1 | 4%[38.3 µM] | 23% | 0% | -0.9% | -4% | -4%[46.1 µM] | -4%
COc1cc(NC(=O)COC(=O)C=C(C)C)c(C)cc1[N+](=O)[O-] | -8% | -16% | 1% | -3.2% | 7% | -10% | -7%

Just Epigenetic reg and NPSR antagonist, for some of the entries so far:
SMILES | Epigenetic reg | NPSR antagonist
Cc1cccc(C)c1OCC(O)CN (stereo unspecified) | 2.4% | 11%[7.67 µM]
O=C(COC(=O)CCNS(=O)(=O)c1cccc(C(F)(F)F)c1)NC(=O)NC1CCCCC1 | 0.0% | -25%[46.1 µM]

Remaining list, next part
mol | IMPase Li inh | HTT aggregate | KinaseGlo FLuc | Epigenetic reg | CBFb-RUNX1 inh | NPSR antagonist | L3MBTL1 block
CCn1cc(C2C3=C(CC(C)(C)CC3=O)N(c3ccccc3)C3=C2C(=O)CC(C)(C)C3)c(C)n1 | 8% | ? | 1% | 1.0% | 3% | -1% | 0%
CCOc1ccc(N=C(NN)c2ccc3ccccc3n2)cc1 | 14% | 16% | -1% | 1.1% | -15% | -7% | -23%
CC(Sc1nc(N(C)C)nc(N2CCOCC2)n1)C(=O)Nc1ccccc1 (stereo unspecified) | 16%[38.3 µM] | -5% | 0% | 0.9% | 1% | -21%[46.1 µM] | -5%
N#Cc1ccsc1NC(=O)CCc1ccccc1 | 1% | 6% | -15% | -0.9% | 5% | -5% | 2%
CCOC(=O)c1c(NC(=O)CN2CCC(C)CC2)sc(C)c1C | 6% | -7% | -1% | 2.3% | 11% | -25% | -17%
CCC(=O)Nc1ccc(Oc2ccc3c(c2)C(=O)N(c2ccc(O)cc2)C3=O)cc1 | 45%[activator][38.3 µM] | 19% | -5% | -2.0% | -3% | ? | /
CCCCCCNC(=O)Cc1nc2nc(C)cc(C)n2n1 | -5%[38.3 µM] | 7% | -3% | 0.0% | 3% | -10%[46.1 µM] | 9%
Cc1ccc(CNC(=O)CCC(=O)Nc2nnc(C3CCCCC3)s2)cc1 | / | -2%[9.22 µM] | / | 0.5% | -15% | 35% | 14%
O=C(O)[C@@H](S)[C@H](S)C(=O)O | -8% | 5% | -5%[7.66 µM] | / | / | / | /
O=c1[nH]c(CSc2nnnn2-c2ccccc2)nc2ccccc12 | 2% | -1% | 6% | 1.1% | 10% | 2% | 0%[11.4 µM]
CCN(CC)C(=O)CC(c1ccc(N(C)C)cc1)c1c(OC)cc(OC)c2ccc(=O)oc12 (stereo unspecified) | / | -12%[9.22 µM] | / | 1.0% | -20%&-3% | -38% | /
CCOc1c(S(=O)(=O)NC2CC(C)(C)NC(C)(C)C2)ccc(Cl)c1Cl | 5% | 5% | -1% | -0.6% | 7% | 12% | 1%
CCS(=O)(=O)CCSC(=N)N | 27%[38.3 µM] | 22% | -2% | 0.0% | 3% | 2%[46.1 µM] | /
CCOC(=O)c1cccc(NC(=O)C2CCCN(S(=O)(=O)c3c(C)n[nH]c3C)C2)c1 (stereo unspecified) | -6%[38.3 µM] | ? | 1% | -1.1% | -4% | -9%[46.1 µM] | 7%
C#CCNc1cc(C)nc2ncnn12 | -13%[38.3 µM] | 9% | -2% | -0.7% | 6% | 6%[46.1 µM] | -3%
CCOc1ccccc1CN1CCN(C2CCN(c3ccccc3F)CC2)CC1CCO (stereo unspecified) | 22% | 5%[9.22 µM] | -1% | 0.0% | 4% | 5% | 1%
c1cc(CNc2ccc3c(c2)OCCO3)ccn1 | 29%[38.3 µM] | -4% | -2% | -1.1% | -6% | -20%[46.1 µM] | -7%
O=C(CNS(=O)(=O)c1ccc(Br)s1)N1CCN(c2ncccn2)CC1 | 28%[38.3 µM] | 3% | 1% | 0.0% | 9% | -6%[46.1 µM] | -6%
COc1ccc(N2CCN(Cc3nc(Cc4cccc(F)c4)no3)C(C)C2)cc1 (stereo unspecified) | 14% | -21% | -1% | 1.5% | -11% | 3% | -4%
CSc1nc2ccccc2n1Cc1c(Cl)cccc1Cl | 52%[activator][38.3 µM] | 11µM* | -3% | -0.1% | 9% | -14%[46.1 µM] | /
CCN(CC)S(=O)(=O)c1ccc(NS(=O)(=O)c2cccc(C)c2)cc1 | 3%[38.3 µM] | -18% | -3% | 0.3% | 7% | -12%[46.1 µM] | 1%
COC(=O)c1sccc1NC(=O)/C=C/c1ccc(Cl)cc1Cl | 2% | -8% | -29% | 1.3% | -1% | 2%[46.1 µM] | 2%
COc1ccc(NC(=O)c2cccc(Cn3cc(Br)c([N+](=O)[O-])n3)c2)c(C)c1 | 14% | 11% | -1% | 8.1% | 1% | 1% | 9%
CC(C)N=C(NC#N)SCc1ccccc1 | -9%[38.3 µM] | -3% | -1% | -1.5% | 3% | -6%[46.1 µM] | -1%
O=C(NCc1cccs1)C1CCC(CNS(=O)(=O)c2cccc3nsnc23)CC1 (stereo unspecified) | 7%[38.3 µM] | -10% | -1% | -1.0% | 1% | -7%[46.1 µM] | /
Nc1nnc(SCC(=O)NC23CC4CC(CC(C4)C2)C3)s1 | -10%[38.3 µM] | 16%[9.22 µM] | 0% | -4.5% | 2% | 4%[46.1 µM] | /
Cc1cccc(-n2ncc3c(Nc4c(C)n(C)n(-c5ccccc5)c4=O)ncnc32)c1 | 4%[38.3 µM] | -6% | 0% | 1.2% | 3% | -12%[46.1 µM] | 6%
CCc1nc(SCc2nc3ccccc3[nH]2)c2oc3ccccc3c2n1 | -18%[38.3 µM] | 12% | 2% | 0.7% | -3% | ? | /
CC1CCN(C(=O)CSCC(=O)Nc2nc(-c3cccs3)cs2)CC1 | 7% | 11% | 1% | 0.0% | -5% | -15%[46.1 µM] | 11%
CCC(=O)N1CC2(c3ccccc3)CN(C(=O)CC)CC(c3ccccc3)(C1)C2=O | 1% | 3% | 2% | 0.0% | 11% | -6% | -8%[11.4 µM]
CCN(CC)S(=O)(=O)N1CCC(C(=O)NCc2ccco2)CC1 | -6% | 14% | / | -0.4% | -15% | 12% | /
CC(C)=NNc1nc(-c2ccc(N3C(=O)CCC3=O)cc2)cs1 | / | 0%[9.22 µM] | / | -1.3% | -4% | 14% | 0%
Cc1ccc(C2N(c3ccc(F)cc3)C(=O)C3CCCN32)cc1 (stereo unspecified) | 11%[38.3 µM] | 23% | 2% | 1.7% | -3% | 12%[46.1 µM] | -12%
CC(C)(c1ccccc1)c1ccc(OCC(O)CNC2CCN(Cc3ccccc3)CC2)cc1 (stereo unspecified) | -2% | ? | -4% | 9.0% | 6% | ? | -20%
Cc1cc(=O)oc2cc(OCc3ccc(C(=O)OCC(=O)NC4CCS(=O)(=O)C4)cc3)ccc12 (stereo unspecified) | / | -7%[9.22 µM] | / | 9.6% | -6% | 0%[7.67 µM] | -87%
Cc1ccc(N(C(=O)Cn2nnc3ccccc32)C(C(=O)NC2CCCCC2)c2cn(C)nc2C)cc1 (stereo unspecified) | 0%[38.3 µM] | ? | -1% | -0.8% | 3% | -15%[46.1 µM] | 4%
Cn1cnc([N+](=O)[O-])c1Oc1ccc2ccccc2c1 | 5% | ? | 0% | 2.7% | 13% | 10% | -12%
CCn1c(SCC(=O)Nc2nnc(C)s2)nnc1-c1ccco1 | 1%[38.3 µM] | 13% | -1% | -1.1% | -1% | -18%[46.1 µM] | 6%
C=CCc1cccc(C=Nc2ccc(Br)cc2)c1O | -3% | -12% | 1% | 4.7% | 18% | 5% | /
N#Cc1c(Sc2ncc(C(F)(F)F)cc2Cl)nsc1C/C=N\OCc1c(F)cccc1Cl | 21%[38.3 µM] | 8% | -1% | 1.5% | -12% | 10µM* | /
CC(C)(C)c1ccc(/C=C/C(=O)N2CCN(c3ncccn3)CC2)cc1 | 3% | 4% | -1% | 2.0% | -4% | -8% | 0%
COc1ccc(NC(=O)c2ccco2)cc1NC(=O)c1cc2ccccc2o1 | / | -12% | / | 0.0% | 1% | -16%[46.1 µM] | 3%
COc1ccc(N(CC(=O)Nc2ccccc2F)S(=O)(=O)c2ccc(C)c([N+](=O)[O-])c2)cc1 | 4% | 18% | 0% | 1.1% | 1% | -33% | -18%
COc1ccc(C(=O)Nc2sc(C)c(-c3ccccc3)c2C#N)cc1OC | 9%[38.3 µM] | 13% | -4% | 0.6% | -4% | -27%[46.1 µM] | /
Cc1c(C(=O)O)cccc1-n1c(C)cc(/C=N/NC(=O)c2cc3ccccc3o2)c1C | -5% | -6% | 2% | 0.0% | -19% | 2% | ?
COC(=O)Cc1c(C)c2ccc(OCC(=O)NCc3ccc4c(c3)OCO4)cc2oc1=O | 1%[38.3 µM] | -23% | 2% | -3.1% | -10% | -21%[46.1 µM] | ?
CC(C)(C)OC(=O)CC[C@@H](C(=O)N1CCN(C(=O)OC(C)(C)C)CC1)n1cc(C(Cc2ccc(O)cc2)NC(=O)OC(C)(C)C)nn1 (stereo partly specified) | -2% | 12%[9.22 µM] | / | 0.0% | 3% | 28% | 2%
COc1ccccc1/C=C/C(=O)Nc1cccc(C(C)=O)c1 | -7% | 14% | 0% | 0.5% | 3% | -8% | -4%
O=C(COC(=O)c1cccnc1Nc1ccccc1F)NCc1ccc2c(c1)OCO2 | -15%[38.3 µM] | -2% | -6% | 13% | 1% | -4%[46.1 µM] | 5%
CCOC(=O)C1CCN(C(=O)c2sc3nc(-c4ccccc4)cn3c2C)CC1 | 13%[38.3 µM] | 12% | -4% | 1.8% | -6% | -15%[46.1 µM] | /
COc1cc2c(cc1NC(=O)C(C)Sc1ccc(C)cc1)oc1ccccc12 (stereo unspecified) | 5%[38.3 µM] | ? | -3% | 0.0% | 21% | -23%[46.1 µM] | 9%
